ROC1-CUL1 inh = inhibitors of human ROC1-CUL1 ubiquitin ligase activity; E3 ubiquitin-protein ligase RBX1 (Homo sapiens) + Cullin-1 (Homo sapiens), P62877+Q13616; in vitro K48 di-Ub FRET, acceptor:donor ratio, 45 min; inhibition, % at 10 µM; hit rate 0.6% among 140,000; in the data active = inhibition above about 25%
Target sequence (P62877 whole entry, looked up): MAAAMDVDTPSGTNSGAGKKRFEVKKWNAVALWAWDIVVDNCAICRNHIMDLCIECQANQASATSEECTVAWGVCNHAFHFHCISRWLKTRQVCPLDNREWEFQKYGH
Target sequence (Q13616 whole entry, looked up): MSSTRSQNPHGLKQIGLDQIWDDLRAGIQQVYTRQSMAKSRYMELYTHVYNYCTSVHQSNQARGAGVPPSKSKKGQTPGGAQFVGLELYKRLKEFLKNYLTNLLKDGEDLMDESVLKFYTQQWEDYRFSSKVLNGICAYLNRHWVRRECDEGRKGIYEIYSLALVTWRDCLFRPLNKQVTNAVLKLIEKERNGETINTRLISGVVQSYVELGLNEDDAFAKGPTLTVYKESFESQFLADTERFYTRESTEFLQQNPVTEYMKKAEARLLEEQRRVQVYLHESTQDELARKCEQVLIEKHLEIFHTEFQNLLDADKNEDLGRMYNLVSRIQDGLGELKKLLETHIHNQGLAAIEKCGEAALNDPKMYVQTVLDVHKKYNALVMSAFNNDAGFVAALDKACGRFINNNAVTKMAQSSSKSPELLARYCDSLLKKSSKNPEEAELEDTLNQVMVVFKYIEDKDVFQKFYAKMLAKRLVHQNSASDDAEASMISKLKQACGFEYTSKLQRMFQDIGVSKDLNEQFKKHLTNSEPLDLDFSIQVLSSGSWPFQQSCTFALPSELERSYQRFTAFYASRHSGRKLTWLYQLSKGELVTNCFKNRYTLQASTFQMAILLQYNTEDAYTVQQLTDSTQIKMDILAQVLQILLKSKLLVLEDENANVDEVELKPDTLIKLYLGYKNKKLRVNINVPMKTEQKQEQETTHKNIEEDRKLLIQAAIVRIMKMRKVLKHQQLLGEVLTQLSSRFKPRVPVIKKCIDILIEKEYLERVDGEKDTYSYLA
Starred values were filed as active, the others as inactive. The list is partial; count on the stated rates, not on these rows.

ROC1-CUL1 inh,canonical_smiles
12,COc1ccc(-c2cn3c(C(=O)N(C)Cc4ccco4)csc3n2)cc1F
2,COc1cccc(Cn2nnc3c(=O)[nH]c(C4CCCN(C(=O)c5ccc(C)cc5)C4)nc32)c1 (stereo unspecified)
-2,O=C1c2cc(S(=O)(=O)Nc3ccccc3F)ccc2N=CC1C(=O)N1CCCCCC1 (stereo unspecified)
-3,COc1ccc(N2CCN(C(=O)COc3ccc(F)cc3F)CC2)cc1
-3,Cc1csc(NC(=O)COc2ccc(Cl)cc2Cl)n1
-3,CCc1nnc(NC(=O)CCCOc2ccc(OC)cc2)s1
-4,COc1ccccc1CCNC(=O)C(=O)NCC(c1ccco1)S(=O)(=O)c1ccccc1 (stereo unspecified)
2,Nc1ncnc2nc(-c3ccc(C(=O)O)cc3)[nH]c12
6,Cc1nc2ccn(Cc3ccco3)c(=O)c2cc1C(=O)N1CCN(c2ccc(F)cc2)CC1
-2,Oc1ccccc1/C=N/N=C1\SC(=Nc2ccccc2)C(=Nc2ccccc2)N1c1ccc(F)cc1
5,O=C(C1CCCCC1)N1CC(=O)N(CCc2ccccc2)C(=O)C1
-9,CN(C)CCCNC(=O)C(=O)NCC(c1ccc2c(c1)OCO2)N1CCOCC1 (stereo unspecified)
-8,Nc1nc(-c2ccccc2)nn1C(=O)c1ccco1
-8,CCCN1C(=O)c2[nH]nc(-c3ccccc3O)c2C1c1ccc(OCc2ccccc2)c(OC)c1 (stereo unspecified)
1,O=C(CSc1nc2c(c(=O)[nH]1)CCCC2)Nc1ccccc1C(F)(F)F

2 entries drawn at random from those above, as already listed:
ROC1-CUL1 inh,canonical_smiles
-3,CCc1nnc(NC(=O)CCCOc2ccc(OC)cc2)s1
6,Cc1nc2ccn(Cc3ccco3)c(=O)c2cc1C(=O)N1CCN(c2ccc(F)cc2)CC1

Continuation.
ROC1-CUL1 inh,canonical_smiles
-1,O=c1cc(C(F)(F)F)nc(N2CCN(Cc3ccc4c(c3)OCO4)CC2)[nH]1
6,O=C(OC1CCC(=NO)CC1)c1ccccc1 (stereo unspecified)
1,COc1cnn(C)c(=S)c1Cl
5,c1ccc(COC2CCCN(c3nc4nonc4nc3N3CCOCC3)C2)nc1 (stereo unspecified)
0,CN(CC1CCCCO1)C(=O)c1cc(COc2ccccc2)[nH]n1 (stereo unspecified)
-9,COC(=O)c1scc(-c2ccc(C)cc2)c1S(=O)(=O)Nc1cccc(Cl)c1C
1,Cc1ccc(S(=O)(=O)NCC2CCC(C(=O)NCCc3ccc(Cl)cc3)CC2)cc1 (stereo unspecified)
-4,COC(=O)c1ccc(NC(=O)Cn2nc(C)c3ccccc3c2=O)cc1
1,CCOc1ccc(C2CC(=O)n3nc(-c4ccc(C)cc4)nc3S2)cc1OC (stereo unspecified)
3,Cc1cnc(CN(C)C(=O)C2(N3CCCCC3)Cc3ccccc3C2)[nH]1
4,O=C1NN(c2ccc(Cl)cc2)C(=O)/C1=C\c1ccccc1OCc1ccccc1
5,Nc1c(C(=O)NCc2ccc3c(c2)OCO3)nnn1CC(=O)Nc1ccc(Br)cc1
4,COc1ccc(C(C)(CCC(=O)Nc2ncc(CN3CCOCC3)s2)c2ccc(OC)cc2)cc1
5,COc1ccc(NS(=O)(=O)c2ccc(NC(=S)NC(C)=O)cc2)cc1
4,O=C1C=CC(Br)=CC(C(=O)/C=C/c2cccc(Oc3ccccc3)c2)C1=O (stereo unspecified)
-6,CCOC(=O)CN(C)Cc1ccc(OC)cc1OCC(O)CN1CCCC1 (stereo unspecified)
-2,CC(C)CCNC(=O)c1cccnc1
1,Cc1ccc(NC(=O)CN2C(=O)S/C(=C\c3cc(C)n(-c4ccc(C#N)cc4)c3C)C2=O)cc1
-5,COc1ccc(-c2oc3ncn4nc(-c5cccc(C)c5)nc4c3c2-c2ccc(OC)cc2)cc1
12,COC(=O)c1c(NC(=O)COc2ccc(Cl)cc2)sc2c1C(C(=O)OC)CC2 (stereo unspecified)
6,O=C(CSc1nnc(-c2ccc(Cl)cc2)o1)Nc1ccc(F)cc1
-4,CCCCCCCn1c(NCCCO)nc2ccccc21
1,COc1ccc(NC(=O)N2CCOc3ccc(Cl)cc32)cc1
8,O=C(CCC(=O)OCC(=O)c1ccccc1)Nc1ccc2c(c1)oc1ccccc12
-3,COc1cccc(CN2CCCC3(CCN(C(=O)c4cccs4)C3)C2=O)c1 (stereo unspecified)
-4,C=CCN(CC=C)Cc1nc(-c2ccc(OCC)cc2)oc1C
1,Cc1cccc(-c2nc3cc(NC(=O)c4ccc(OCC(C)C)cc4)ccc3o2)c1
-6,CC(=O)Nc1ccc(Oc2nc(C)nc3sc4c(c23)CCC4)cc1
-10,Cc1ccc(C(=O)Nc2cc(Cl)ccc2N2CCN(C(=O)C(C)C)CC2)cc1
2,CS/C(=C\C(=O)c1ccco1)C(C)C(=O)c1ccco1 (stereo unspecified)

Gathered by group: the entries above with bromine.
ROC1-CUL1 inh,canonical_smiles
5,Nc1c(C(=O)NCc2ccc3c(c2)OCO3)nnn1CC(=O)Nc1ccc(Br)cc1
4,O=C1C=CC(Br)=CC(C(=O)/C=C/c2cccc(Oc3ccccc3)c2)C1=O (stereo unspecified)

Next section
ROC1-CUL1 inh,canonical_smiles
11,Cc1nc(N2C(=O)c3oc4ccccc4c(=O)c3C2c2ccccc2F)sc1C (stereo unspecified)
-3,O=C(Nc1ncc(Cc2cccc(Cl)c2Cl)s1)C1CC1
-5,Cc1ccc(S(=O)(=O)N(CC(=O)NC2CC2)c2ccccc2)cc1
-20,CCC(Oc1ccccc1)C(=O)Nc1ccc(OCc2cc(=O)n3ccccc3n2)cc1 (stereo unspecified)
2,COCCN(C)c1ccc(C(=O)N2CCCC(COC)C2)cn1 (stereo unspecified)
-2,COC(=O)c1cc(NC(=O)c2cc(Br)ccc2OC)cc(C(=O)OC)c1
0,COC(=O)c1c(-c2cc(C)ccc2C)csc1NC(=O)c1ccc([N+](=O)[O-])c(C)c1
3,Clc1ccc(-c2nn3c(-c4ccncc4)nnc3s2)c(Cl)c1
1,CC(C)N1CCC(NC2CCCc3nc(N4CCC(CO)CC4)ncc32)CC1 (stereo unspecified)
3,Cc1cc(C)c2oc(-c3ccc(C)c(NC(=O)C(c4ccccc4)c4ccccc4)c3)nc2c1
-2,O=C1CC(Sc2ccccn2)C(=O)N1c1ccc(Br)cc1 (stereo unspecified)
-4,O=C(CSc1nnnn1-c1ccccc1)Nc1cccc2nsnc12
1,Cc1cccc(N(C)S(=O)(=O)c2cc3[nH]c(=O)c(=O)[nH]c3cc2C)c1
5,C=CCn1c(SCC(=O)N2c3ccccc3Sc3ccccc32)nnc1-c1ccncc1
2,O=C(c1ccncc1)c1cnc2ccccc2c1

The list goes on, starting with the last 3 of the part before.
ROC1-CUL1 inh,canonical_smiles
1,Cc1cccc(N(C)S(=O)(=O)c2cc3[nH]c(=O)c(=O)[nH]c3cc2C)c1
5,C=CCn1c(SCC(=O)N2c3ccccc3Sc3ccccc32)nnc1-c1ccncc1
2,O=C(c1ccncc1)c1cnc2ccccc2c1
-3,CCCCN(CCCC)C(=O)c1cc2c(=O)n3ccccc3nc2s1
-4,CCCCOC(=O)c1cc(-c2ccc(/C=C(\C#N)c3nc4ccc(C)cc4[nH]3)o2)ccc1Cl
-11,Cc1ccccc1NC(=O)CN1C(=O)C(C)(C)c2ccccc21
-6,COc1cccc(CNC(=O)c2cccc(-n3c(C)nc4cccnc43)c2C)c1
-8,CC(=O)N(Cc1cccnc1)c1nc2c(C)cc(C)cc2s1
-3,CCCN1C(=O)/C(=C/c2ccc(C)s2)SC1=Nc1ccc(OC)cc1
10,COc1ccc(-c2c(Cl)nc(N3CCCCC3)c(=O)n2-c2ccccc2)cc1OC
6,CC(C)(C)c1ccc(C(=O)N2CCC(c3nc(-c4ccc(S(=O)(=O)N5CCCC5)cc4)no3)CC2)cc1
5,CC(C)(C)c1[nH]nc2c1C(c1cc3c(cc1Cl)OCO3)C(C#N)C(=N)O2 (stereo unspecified)
6,Cc1cccc(CN2C(=O)c3ccccc3S(=O)(=O)c3ccc(C(=O)N(C)Cc4ccccc4)cc32)c1
93*,O=C(O)c1ccc(-c2ccc(/C=C3\SC(=O)N(Cc4ccccc4)C3=O)o2)cc1Cl
4,CC(C)(C)c1ccc(S(=O)(=O)Nc2ccc(O)c(Sc3nc4ccccc4s3)c2)cc1
9,CCOc1ccc(CCNC(=O)c2cc3c(-c4cccc(OC)c4)nn(C)c3s2)cc1OCC
-1,COC(=O)c1ccccc1NC(=O)CCCn1nc(C)c2sc3ccccc3c2c1=O
0,Fc1ccc(-n2ncc3c(SCCCc4ccccc4)ncnc32)cc1
-11,Cc1ccc(-n2c(SCc3nc(-c4ccccc4C)no3)nnc2-c2ccncc2)cc1C
-4,Cc1cc(C)cc(NC(=O)CCc2c(C)nc3nc(CNC(=O)c4cccc(F)c4)nn3c2C)c1
13,COc1ccccc1CCC(=O)N1CCOC(Cc2cccc(F)c2)C1 (stereo unspecified)
-4,CCOC(=O)c1c(N)sc2c1CCC1(CCCCC1)C2
-4,COc1ccc(S(=O)(=O)NCCc2csc(-c3cccc(F)c3)n2)cc1OC
-2,COc1ccc2c(CNC3CCCCCC3)c(C(=O)O)n(Cc3ccc(C)cc3)c2c1
2,COc1ccc(NC(=O)CCC(=O)NN=C2CCCCC2)cc1
-11,COc1ccc(/C=C\c2onc(C)c2S(=O)(=O)N2CCC(C(=O)Nc3cccc(Cl)c3)CC2)cc1
-7,CCN1CC(CN(C)c2nncc(-c3c(OC)cccc3OC)n2)CC1=O (stereo unspecified)
4,COc1cc(Cn2c(=O)oc3ccc(C)cc32)ccc1OCCC(C)C
-5,COc1ccc(C(=O)Nc2c(Cl)cc(Cl)cc2C(=O)NCC2CCCO2)cc1 (stereo unspecified)
-10,CCOC(=O)C1=C(C)N=c2s/c(=C\c3ccc(N(C)C)c(Br)c3)c(=O)n2C1c1ccc(OC)c(Br)c1 (stereo unspecified)
10,Cc1ccc(OCc2nc(-c3ccc(C(=O)NCCc4ccc(S(N)(=O)=O)cc4)cc3)oc2C)cc1
1,CCOc1ccc(-c2nonc2NC(=O)c2oc3ccc(Cl)cc3c2C)cc1
-6,O=C1CC(CN2CCOCC2)=NC(=O)N1

Compounds shown so far with a tert-butyl group:
ROC1-CUL1 inh,canonical_smiles
6,CC(C)(C)c1ccc(C(=O)N2CCC(c3nc(-c4ccc(S(=O)(=O)N5CCCC5)cc4)no3)CC2)cc1
5,CC(C)(C)c1[nH]nc2c1C(c1cc3c(cc1Cl)OCO3)C(C#N)C(=N)O2 (stereo unspecified)
4,CC(C)(C)c1ccc(S(=O)(=O)Nc2ccc(O)c(Sc3nc4ccccc4s3)c2)cc1

Next part.
ROC1-CUL1 inh,canonical_smiles
0,Cc1ccc(C(C)(C)C)c(OCC(=O)NCc2ccco2)c1
-3,COc1ccccc1CNC(=O)c1ccc(C)c(-n2cnc3cccnc32)c1
-2,COc1ccc(-c2nnc(C3CCN(S(=O)(=O)c4ccc(C)c(C)c4)CC3)o2)cc1
-4,COc1ccc(CCCC(=O)N/N=C/c2cc(OC)c(OC)cc2[N+](=O)[O-])cc1C
3,O=C(CSc1nccn1Cc1ccccc1)Nc1ccc2c(c1)OCO2
9,CCOc1cc(/C=C2\N=C(c3ccc(F)cc3)OC2=O)cc(Cl)c1OC(C)=O
-7,O=C(NC(=S)Nc1ccccc1Sc1ncnc2sc3c(c12)CCCC3)c1ccccc1Cl
4,CO[C@H]1[C@H](NC(=O)c2ccco2)c2ccccc2C12CCN(Cc1cn[nH]c1C1CCCCC1)CC2
-2,Cc1nc2ccccc2n1CC1CC1(Cl)Cl (stereo unspecified)
7,C#CCOc1ccc(/C=N\NC(=O)CN2CCOCC2)cc1
3,CCOc1cccc(C(=O)Nc2ccc3oc(-c4ccccc4F)nc3c2)c1
3,Nc1ncc2c(Cl)cccc2n1
-9,COc1ccc(C(=O)COC(=O)c2ccccc2NC(=O)c2ccccc2)cc1
3,Cc1c(CC(=O)N2CCC(O)CC2)c2c(n1Cc1ccccc1)CCCC2=O
10,COc1cc(-c2nc(CN3CCCC3c3nonc3C)c(C)o2)cc2c1OCO2 (stereo unspecified)
3,CC(=O)Nc1cccc(OC(=O)N2CCOCC2)c1
12,CCOc1ccc2nc(N3CCCC(C(=O)Nc4ccc(Br)c(C)c4)C3)sc2c1 (stereo unspecified)
-5,O=C(O)c1ccc2c(=O)n(-c3ccccc3)c(=S)[nH]c2c1
5,N#Cc1cccc(NC(=O)Cc2cccc3ccccc23)c1
9,O=C(NCCN1CCOCC1)c1ccc(N2CCC(NCCOc3cccnc3)CC2)cc1
-3,CC(C)c1ccccc1NC(=O)c1ccccc1
24,CCOC(=O)c1ccc(N2NC(=O)/C(=C/c3ccc(OC(=O)c4cccs4)c(OC)c3)C2=O)cc1
4,COc1ccc(Oc2c(C(F)(F)F)oc3cc(OC(=O)c4ccc([N+](=O)[O-])cc4)ccc3c2=O)cc1
-1,CCOC(=O)c1cc2c(nc1N)CCCC2
4,COc1ccc(-c2c(C#N)c(SCC(=O)Nc3ccc(F)cc3)nc3c2C(=O)CC(C)(C)C3)cc1
4,CCC(=O)C1C(=O)CC(C)(C)CC1=Nc1cccc2ccccc12 (stereo unspecified)
4,COc1ccc(-n2nc(C(C)=O)c(C(C)=O)c2C)cc1
-10,COc1ccc(-n2nc(C(=O)NCc3ccc(F)cc3Cl)c3c4ccccc4n(C)c3c2=O)cc1Cl
-6,COc1ccc(CNC(=O)c2nc(Cn3nc(C)c(Br)c3C)no2)cc1OC
10,CCOC(=O)CNC(=O)Nc1cc(C(=O)NCc2ccc(C(C)C)cc2)ccc1N1CCCC1
-7,CCn1nc(C)c(/C=C/C(=O)Nc2ccc3c(c2)CCC3)c1C
0,S=c1[nH]nc(-c2ccncc2)n1/N=C/c1ccc(Cl)cc1
-5,OCC1CCCN(Cc2nc(Cc3ccccc3Cl)no2)C1 (stereo unspecified)
0,O=C1CSc2nc(-c3nc(-c4ccccc4)cc(-c4ccccc4)n3)nn21
